ANO1 block: blocks the mouse calcium-activated chloride channel TMEM16A | normalized B-score (activity score, 25-100; higher = stronger inhibition) at 10 µM | Q8BHY3 | HEK293 TMEM16A/YFP iodide influx fluorescence, ionomycin | actives 1.2% (n = 310,000);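 active = ratio plate-corrected score three or more library SD toward inhibition, starting fluorescence score within five deviations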;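 note: score derived from kinetic fluorescence span divided by baseline fluorescence per well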
HDAC3 inhib: inhibitors of human histone deacetylase 3; O15379; inhibition, % at 8.3 µM; AID 2718; recombinant HDAC3, fluorogenic peptide/trypsin coupled, fluorescence; actives 0.15% (n = 320,000); in the data active = inhibition above about 26%, passing the limit was not always enough
Target sequence (O15379 whole entry, looked up): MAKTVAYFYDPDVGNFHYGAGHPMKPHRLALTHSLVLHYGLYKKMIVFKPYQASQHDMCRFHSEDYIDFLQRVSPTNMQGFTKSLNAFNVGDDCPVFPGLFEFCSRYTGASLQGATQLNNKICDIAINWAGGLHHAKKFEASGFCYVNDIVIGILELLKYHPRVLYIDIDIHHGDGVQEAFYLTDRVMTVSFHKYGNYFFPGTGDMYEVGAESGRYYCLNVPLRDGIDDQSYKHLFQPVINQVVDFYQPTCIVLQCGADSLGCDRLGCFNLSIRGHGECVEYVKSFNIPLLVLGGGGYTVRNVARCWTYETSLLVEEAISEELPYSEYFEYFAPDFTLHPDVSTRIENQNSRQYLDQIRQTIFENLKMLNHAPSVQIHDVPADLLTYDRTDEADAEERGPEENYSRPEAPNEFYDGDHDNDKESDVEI
KCNK3 block: human KCNK3 channel inhibition, primary screen | O14649 | CHO-KCNK3 thallium flux, FluxOR fluorescence; active compounds read low | B-score at 10 µM | actives 0.84% (n = 340,000);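 active = B-score under library mean minus 4 SD, starting fluorescence ratio at most library mean plus 5 SD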;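 note: more negative B-score means stronger inhibition of thallium flux through KCNK3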
Target sequence (O14649 whole entry, looked up): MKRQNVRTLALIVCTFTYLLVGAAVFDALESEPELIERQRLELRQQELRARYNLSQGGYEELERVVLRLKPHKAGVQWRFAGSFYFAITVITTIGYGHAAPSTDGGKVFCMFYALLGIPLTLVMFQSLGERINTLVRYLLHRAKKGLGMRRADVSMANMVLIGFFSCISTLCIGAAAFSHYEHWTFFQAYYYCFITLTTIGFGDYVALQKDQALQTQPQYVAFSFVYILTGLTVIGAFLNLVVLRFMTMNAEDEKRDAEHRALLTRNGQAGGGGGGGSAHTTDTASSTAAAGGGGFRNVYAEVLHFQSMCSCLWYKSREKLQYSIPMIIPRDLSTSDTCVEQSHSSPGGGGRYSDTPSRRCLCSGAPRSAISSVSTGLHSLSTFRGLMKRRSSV
hERG protect: shields human hERG channel from block by proarrhythmic agents | actives 0.51% (n = 310,000) | CHO-hERG, FluxOR thallium flux, dofetilide IC70 present | Q12809 | activation (rescue from dofetilide block), less the hit threshold, % at 10 µM;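 active = activation above the mean of controls blocked by dofetilide plus 5 SD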;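 note: thallium influx through hERG after potassium depolarization seen as dye fluorescence rise; in these data hits start at about 4.7%; inactives centre near -7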
Dyrk1A ADPGlo: Dyrk1A (rat) kinase inhibition; inhibition, % at 12.5 µM; AID 504441; actives 0.43% (n = 310,000); Q63470; ADP-Glo luminescence, NFATc1 peptide; in the data active = inhibition above about 50%;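 note: plate controls were vehicle with enzyme for no effect and no enzyme for full effect; many of its hits are not listed in these tables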
TRPC4 potent: TRPC4 (mouse) allosteric potentiation; Q9QUQ5; HEK293 TRPC4beta/mu-opioid, DAMGO EC20, Fluo-4 Ca2+ flux; active compounds read high; B-score at 10 µM; actives 0.42% (n = 310,000); AID 2227;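 active = B-score of calcium response area above 5 SD of library B-scores, with initial fluorescence ratio within 5 SD of library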;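 note: B-score of integrated fluorescence ratio over time as area under calcium response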
ANO1 activ: mouse TMEM16A channel activation, primary screen; Q8BHY3; HEK293 TMEM16A/YFP-H148Q/I152L, iodide quench fluorescence; active compounds read low; B-score at 10 µM; actives 0.3% (n = 340,000); AID 623877;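 active = fluorescence-ratio B-score plate-corrected deviation score at least 3 library SD below zero, with starting fluorescence score within 5 deviations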;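 note: channel opened by trigger with iodide after compound preincubation; score built on the fluorescence ratio of max minus min over baseline; more negative score means more quench and so TMEM16A activation or potentiation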
KCNQ1 inh: human KCNQ1 channel inhibition. CHO-K1 KCNQ1, FluxOR thallium flux fluorescence; active compounds read high. actives 1.3% (n = 310,000). B-score at 10 µM. P51787;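 active = compounds whose thallium flux B-score, printed positive for inhibition, exceeds three library SD while starting fluorescence stays within three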;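 note: channel opened by potassium depolarization with thallium stimulus after 20 min compound exposure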
KCNQ1 pot: human KCNQ1 channel potentiation or activation; actives 0.35% (n = 310,000); AID 2648; B-score at 10 µM; CHO-K1 KCNQ1, thallium flux FluxOR fluorescence; active compounds read high; P51787;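 active = fluorescence ratio B-score, a plate-corrected score, at least three library SD, with initial intensity B-score within 5 SD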
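Assay system: CHO-K1 cells stably expressing KCNQ1; Medium: assay buffer with matched DMSO; Also added: K+/Tl+ depolarizing stimulus; Dosing: single dose; Timing: dye 90 min, compound 20 min, room temperature; Measured by: kinetic FluxOR thallium fluorescence, 10-s 1-Hz baseline, 110-s post-stimulus read; Read-out: peak-minus-minimum fluorescence over initial fluorescence, negative-control normalized, B-scored.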
KCNK9 inh: inhibitors of human KCNK9 two-pore domain potassium channel | Q9NPC2 | HEK293 KCNK9, FluxOR thallium flux fluorescence; active compounds read low | B-score at 10 µM | actives 1.2% (n = 310,000) | AID 488922;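 active = ratio B-score over 3 SD below the library mean, with starting fluorescence within 5 SD of its mean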;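 note: negative B-score means less thallium flux so channel inhibition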
TRPC4 act: opens the mouse TRPC4 cation channel; HEK293 TRPC4beta/mu-opioid, Fluo4 calcium fluorescence; active compounds read high; B-score at 10 µM; actives 0.49% (n = 310,000);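 active = B-score above 5 SD of library B-scores, and initial fluorescence ratio not above library mean plus 5 SD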;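 note: positive B-score marks a calcium rise read as TRPC4 activation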
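Material: TRPC4beta and mu-opioid receptor HEK293 stable cells | Incubation: 45 min room-temperature Fluo4 loading, 110 s read | Detection: Kinetic Fluo4 calcium fluorescence | Measure: Integrated baseline-normalised fluorescence ratio, converted to per-well B score | Benchmarks: Low control buffer alone, high control maximal DAMGO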
* = called active by the depositor; i = inactive; nt = no result given.

SMILES	ANO1 block	HDAC3 inhib	KCNK3 block	hERG protect	Dyrk1A ADPGlo	TRPC4 potent	ANO1 activ	KCNQ1 inh	KCNQ1 pot	KCNK9 inh	TRPC4 act
COc1ccc(C)cc1NC(=O)CCS(=O)(=O)c1cc2c(cc1Cl)NC(=O)CO2	i	5	i	-16	-5	i	i	i	i	i	i
CCOC(=O)C1CCCN(C(=O)c2ccccc2[N+](=O)[O-])C1 (centres undefined)	i	-3	i	-9	-2	i	i	i	i	i	i
CCN1CCN(S(=O)(=O)c2ccc(S(=O)(=O)NC3CC3)cc2)CC1	i	-4	i	-10	1	i	i	i	i	i	i
Cc1ccn(S(=O)(=O)c2ccc3oc(=O)ccc3c2)n1	i	1	i	-5	-5	i	i	i	i	i	i
COc1ccc(C)cc1NC(=O)COC(C)=O	i	0	i	-4	8	i	i	i	i	i	i
COCCn1c(-c2cc(OC)c(OC)c(OC)c2)nc2oc3ccccc3c(=O)c2c1=O	i	1	i	-10	3	i	i	i	i	i	i
CN(C)CCCN(C(=O)c1ccco1)c1nc2c(F)cccc2s1	i	16	i	-13	1	i	i	i	i	i	i
Cc1ccc(-n2nc3c(c2NC(=O)c2ccc(F)c(F)c2)CS(=O)(=O)C3)cc1	i	2	i	-10	5	i	i	i	i	i	i
CCC(O)(C#CCN1CCCCC1)CC	i	4	i	-3	-2	i	i	i	i	i	i
NC1=NC(c2ccc(Cl)cc2)N(c2ccc(S(N)(=O)=O)cc2)C(N)=N1 (centres undefined)	i	-7	i	-3	1	i	i	i	i	i	i
N=c1c(-c2nc3ccccc3[nH]2)cc(C(=O)c2cccs2)nn1-c1ccccc1	i	5	i	-10	-10	i	i	i	i	i	i
CS(=O)(=O)c1ccc2nc(NC(=O)c3ccccc3Br)sc2c1	i	4	i	-1	nt	i	i	i	i	i	i
O=C(NC1CCOc2ccccc21)c1ccc(Cl)nc1 (centres undefined)	i	-4	i	-1	-1	i	i	i	i	i	i
CCOc1ccc(S(=O)(=O)NCCC(=O)N(C)CC(=O)Nc2ccc(N3CCOCC3)cc2)cc1	i	-1	i	-8	nt	i	i	i	i	i	i
COc1ccc(N2C(=O)C3ON(C4SC(=S)N(C)C4(C)C)C(c4ccc(Cl)cc4)C3C2=O)cc1 (centres undefined)	i	-4	i	-9	0	i	i	i	i	i	i
COc1cccc(Nc2nc(=O)[nH]nc2C)c1	i	7	i	-7	40	i	i	i	i	i	i
COc1ccc(N2CCC(CNC(=O)Nc3ccc(OC)cc3OC)C2)cc1 (centres undefined)	i	11	i	-8	7	i	i	i	i	i	i
COc1cc(/C=C/C(=O)Nc2ccc(C(C)=O)cc2)cc(OC)c1OC	i	0	i	-12	0	i	i	i	i	i	i
CCOC(=O)c1c(-c2ccccc2)csc1NC(=S)N(CC)CC	nt	nt	i	-11	-5	i	i	7*	i	-8.2*	i
O=C(O)CCC(=O)N1N=C(c2ccco2)CC1c1cccs1 (centres undefined)	i	2	i	-3	3	i	i	i	i	i	i
OC(CNC1CCCc2ccccc21)COc1ccc2ccccc2c1 (centres undefined)	i	0	i	-15	5	i	i	i	i	i	101*
O=C(Cc1ccccc1)c1c[nH]c(C(=O)NCc2ccncc2)c1	i	6	i	-15	nt	i	i	i	i	i	i
COC(=O)c1[nH]c2cccc(OC)c2c1NC(=O)CCN1CCN(c2ccccc2F)CC1	nt	nt	nt	-10	nt	i	nt	i	i	i	i
COc1ccc(-c2nnc(SCc3ccccc3F)o2)cc1OC	i	4	i	-10	-6	i	i	i	i	i	i
O=[N+]([O-])c1cccc(S(=O)(=O)N2CCCCC2c2cccnc2)c1 (centres undefined)	i	2	i	-4	-9	i	i	i	i	i	i
Cc1ccc(OCCCC(=O)Nc2ccc(S(=O)(=O)Nc3cc(C)on3)cc2)cc1	i	1	i	-6	4	i	i	i	i	i	i
C/C(=N/NC(=O)c1ccc(Br)o1)c1ccc(C)o1	i	13	i	3	35	i	i	i	i	i	i
CC(C)NS(=O)(=O)c1ccc(OCC(=O)NCC2CCCO2)c(Cl)c1 (centres undefined)	i	-2	i	-7	-1	i	i	i	i	i	i
CCOc1ccc(NS(=O)(=O)c2ccc3c(c2)N(C(C)=O)CC3)cc1	i	-5	i	-5	-3	i	i	i	i	i	i
COc1cc(/C=N/NC(=O)c2ccc(O)cc2)ccc1Oc1ccc([N+](=O)[O-])cn1	i	0	i	-13	-5	i	i	i	i	i	i

In a second layout: entries from further up.
compound,ANO1 block,HDAC3 inhib,KCNK3 block,hERG protect,Dyrk1A ADPGlo,TRPC4 potent,ANO1 activ,KCNQ1 inh,KCNQ1 pot,KCNK9 inh,TRPC4 act
C/C(=N/NC(=O)c1ccc(Br)o1)c1ccc(C)o1,i,13,i,3,35,i,i,i,i,i,i
CC(C)NS(=O)(=O)c1ccc(OCC(=O)NCC2CCCO2)c(Cl)c1 (centres undefined),i,-2,i,-7,-1,i,i,i,i,i,i
CCOc1ccc(NS(=O)(=O)c2ccc3c(c2)N(C(C)=O)CC3)cc1,i,-5,i,-5,-3,i,i,i,i,i,i

Next part.
SMILES	ANO1 block	HDAC3 inhib	KCNK3 block	hERG protect	Dyrk1A ADPGlo	TRPC4 potent	ANO1 activ	KCNQ1 inh	KCNQ1 pot	KCNK9 inh	TRPC4 act
COc1ccccc1NC(=O)c1sc2ncn(Cc3cccc(C)c3)c(=O)c2c1C	i	-1	i	-3	-17	i	i	i	i	i	i
NS(=O)(=O)c1cccc(NC(=S)NC(=O)C23CC4CC(CC(C4)C2)C3)c1	i	3	i	-5	8	i	i	i	i	i	i
CCc1noc(C)c1C(=O)Nc1cc(S(=O)(=O)N2CCCCC2)ccc1N(C)C	i	0	i	-10	1	i	i	i	i	i	i
COCCn1c(SCC(=O)Nc2nc3ccccc3s2)nnc1-c1ccoc1C	i	2	i	-16	16	i	i	i	i	i	i
O=C(c1cc(-c2cccs2)on1)N1CCN(c2ccc(F)cc2)CC1	i	-3	i	-9	-9	i	i	i	i	i	i
CN(C1CCCCC1)S(=O)(=O)CCNC(=O)c1ccccc1	i	6	i	-7	-1	i	i	i	i	i	i
CN1CCOC(=O)/C1=N/Nc1cc(Cl)ccc1Cl	i	-3	i	-15	-3	i	i	i	i	i	i
Cc1cccc2c(CCNC(=O)c3ccc([N+](=O)[O-])cc3)c[nH]c12	i	7	i	-1	-8	i	i	i	i	i	i
Cc1nc(N2CCCC2C(=O)O)c2oc3ccccc3c2n1 (centres undefined)	i	3	i	-4	6	i	i	i	i	i	i
CCN(CC)c1ccc(-c2nnc(SCC(=O)N(CCOC)c3c(N)n(CC(C)C)c(=O)[nH]c3=O)o2)cc1	i	nt	i	-21	10	i	i	i	i	i	i
COCCn1c(=O)[nH]c2cc(C(=O)N3CCN(c4cccc(Cl)c4)CC3)ccc2c1=O	i	-1	i	-9	5	i	i	i	i	i	i
O=C(COC(=O)CNC(=O)c1ccccc1F)Nc1nnc(-c2ccccc2)o1	i	nt	i	-10	-4	i	i	i	i	i	i
CCOCCCn1c(=S)[nH]c2cc(C(=O)N3CCC(C(N)=O)(N4CCCCC4)CC3)ccc2c1=O	i	-3	i	-13	nt	i	i	i	i	i	i
CCOc1cc(/C=N/NC(=O)c2cc(-c3ccccc3)nc3ccccc23)ccc1O	i	4	i	-4	3	i	i	i	i	i	i
COc1ccccc1N1CCN(C2CCCN(C(=O)CCc3c(C)noc3C)C2)CC1 (centres undefined)	i	0	i	-10	5	i	i	i	i	i	i
COc1ccc(S(=O)(=O)n2[nH]c(=O)c(CCO)c2C)cc1	i	1	i	-8	1	i	i	i	i	i	i
CC(=O)Oc1ccc2c(C)cc(=O)[nH]c2c1	i	-4	i	-2	31	i	i	i	i	i	i
CN1CCCC2(CCCN(Cc3nc(Cc4cccc(C(F)(F)F)c4)no3)C2)C1 (centres undefined)	i	-5	i	-13	-1	i	i	i	i	i	i
CC(=O)NCc1cn2c(C)csc2n1	i	-2	i	-7	8	i	i	i	i	i	i
C/C(=N\NC(=O)c1cc(-c2cccc(OC(C)C)c2)nc2ccccc12)c1cccnc1	i	8	i	-21	-8	i	i	i	i	i	i
CCC1CCc2c(n(C)c3ccccc3c2=O)O1 (centres undefined)	i	2	i	-3	15	i	i	i	i	i	i
CN(CC(=O)Nc1ccccc1Br)C(=O)CCC1CCCC1	i	-2	i	-7	nt	i	i	i	i	i	i
COc1cccc(-c2cc(C(=O)N3CCOCC3)no2)c1	i	1	i	-7	1	i	i	i	i	i	i
COc1ccc(CNCC(=O)Nc2cc(C)nn2-c2nc(C)cc(C)n2)cc1OC	i	-2	nt	-14	nt	i	nt	i	i	i	i
COc1ccc(OCC(N)=O)cc1	i	0	i	-7	-2	i	i	i	i	i	i
COc1ccccc1N1CCN(S(=O)(=O)c2ccc3c(c2)NC(=O)C(C)S3)CC1 (centres undefined)	i	-3	i	-2	5	i	i	i	i	i	i
Cc1ccc(S(=O)(=O)N2CCCC(C(=O)NCCC(C)C)C2)cc1 (centres undefined)	i	-4	i	-13	-2	i	i	i	i	i	i
O=C(CN1CCCC1)Nc1cc(F)ccc1F	i	0	i	-21	-3	i	i	i	i	i	i
CCOc1ccccc1Nc1nc(-c2sc(NC(=O)c3cccc(Cl)c3)nc2C)cs1	i	2	i	-4	1	i	i	i	i	i	i
Cc1ccccc1OCC(=O)NCCN1CCCC1	i	-1	i	nt	2	nt	i	nt	nt	nt	nt
O=C(O)c1ccc(S(=O)(=O)N2CCCc3ccccc32)cc1	i	8	i	-3	-2	i	i	i	i	i	i
CC1C(=O)Nc2ccccc2N1C(=O)c1c(F)cccc1F (centres undefined)	i	-4	i	-5	5	i	nt	i	i	i	i
CCOc1cc(CNC(CC)CO)ccc1OCC(=O)Nc1cccc(C(F)(F)F)c1 (centres undefined)	i	-4	i	-8	1	i	i	i	i	i	i
Cc1ccc(S(=O)(=O)CCc2nnc(N)s2)cc1	i	-1	i	-16	-2	i	i	i	i	i	i
Cc1ccc(N=C2NC(=O)/C(=C/C=C/c3ccco3)S2)cc1C	i	0	i	-8	-1	i	i	i	i	i	i
N#Cc1ccc(S(=O)(=O)N2CCCN(c3ccc(C(F)(F)F)cn3)CC2)cc1	i	3	i	-9	nt	i	i	i	i	i	i
Cc1nc(Nc2nc3ccccc3o2)nc(C)c1C	i	1	i	-11	2	i	i	i	i	i	i
COC(=O)c1sccc1S(=O)(=O)NCc1ccc(S(N)(=O)=O)cc1	i	-10	i	-9	4	i	i	i	i	i	i

This is a subset; count on the stated rates, not on these rows.
